U2OS ROS induce: cancer cell ROS induction | U2OS ROS induction, H2DCF-DA fluorescence | ROS induction (% of piperlongumine), % at 10 µM | 46,000 tested, 2% active | AID 624156; in the data active = ROS induction above about 79%, passing the limit was not always enough; inconclusive = no clear call, values can overlap the other calls;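 also: 0% = DMSO vehicle median and 100% = reference compound median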
Numbers without * were called inactive; ? = inconclusive. This is a subset; the hit share may differ from the screen's.

SMILES | U2OS ROS induce
COc1ccc(-c2cc(=O)c3c(OC)c(OC)c(OC)c(OC)c3o2)cc1 | 29
C=C(C(=O)O)C(CCCCCCO)C(=O)O (centres undefined) | 0
C[C@H](CO)N1C[C@H](C)[C@H](CN(C)C(=O)NC2CCCCC2)Oc2ncc(C#CC(C)(C)O)cc2C1=O | 37
C[C@H]1[C@H](C)CC[C@]2(C(=O)O)CC[C@]3(C)C4=CCC5C(C)(C)[C@@H](O[C@@H]6O[C@H](C(=O)O)[C@@H](O)[C@H](O)[C@H]6O)CC[C@]5(C)C4CC[C@@]3(C)[C@H]12 (some centres undefined) | -7
O=C1c2ccccc2CN1CCNS(=O)(=O)c1ccc2oc3ccccc3c2c1 | -9
Cc1cc(Br)ccc1OCC(=O)Nc1ccccc1[N+](=O)[O-] | -1
Cc1nn(CCCC(=O)N(C)Cc2ccccc2)c(=O)c2cc3sccc3n12 | 2
Cc1nnc(SCC(=O)Nc2ccc(Br)cc2)n1-c1ccccc1 | -13
COc1ccccc1C(=O)Nc1ccc2c(c1)nc(CCNC(C)=O)n2C | -3
CC(C)NC(=O)N(C)C[C@@H]1Oc2ncc(-c3cccc(C(F)(F)F)c3)cc2C(=O)N([C@H](C)CO)C[C@@H]1C | 51
Cc1noc(C)c1NC(=O)N(C)C[C@H]1Oc2ccc(NS(C)(=O)=O)cc2C(=O)N([C@H](C)CO)C[C@H]1C | 5
C[C@@H]1CN([C@@H](C)CO)C(=O)c2cccc(NS(=O)(=O)c3ccc(F)cc3)c2O[C@H]1CN(C)S(=O)(=O)c1ccc(Cl)cc1 | 2
O=S(=O)(NCC1CCN(Cc2cccc(OCCO)c2)CC1)c1ccc(Cl)c(Cl)c1 | 123*
Cc1noc(C)c1NC(=O)Nc1cccc2c1O[C@@H](CN(C)C(=O)Nc1ccc3c(c1)OCO3)[C@@H](C)CN([C@@H](C)CO)C2=O | -4
COc1ccc(CN2C(=O)C(O)(CC(=O)c3cccnc3)c3ccccc32)cc1OC (centres undefined) | 17
O=C(c1nn2c(C(F)(F)F)cc(-c3ccccc3)nc2c1Br)N1CCN2CCCC2C1 (centres undefined) | 19
CNC[C@H]1Oc2ccc(NC(=O)Nc3cccc4ccccc34)cc2CC(=O)N([C@@H](C)CO)C[C@H]1C | -2
CC(C)OC(=O)N(C)C[C@H]1OCc2cn(nn2)CCCC(=O)N([C@H](C)CO)C[C@@H]1C | 9
Cc1noc2ncnc(SCC(=O)Nc3cc(Cl)cc(Cl)c3)c12 | 26
CNC(=O)C1CC(=O)N(CCc2ccc(C)cc2)C1 (centres undefined) | -7
Cc1ccc(S(=O)(=O)N(C)C[C@H]2Oc3ccc(NC(=O)Nc4ccccc4)cc3C(=O)N([C@H](C)CO)C[C@@H]2C)cc1 | -5
CCCn1c(SCCCc2ccccc2)nc2c1c(=O)[nH]c(=O)n2C | 40
C[C@@H]1CCCCO[C@H](CN(C)Cc2ccc(C(=O)O)cc2)[C@@H](C)CN([C@H](C)CO)C(=O)c2cc(NC(=O)c3ccccc3)ccc2O1 | 28
CC(C)C[C@@H]1NC(=O)[C@H]2C[C@@H](C(=O)NCc3ccc(F)cc3)[C@@H](c3ccc(O)cc3)N2C1=O | -2
CCc1ccc(NC(=O)N(Cc2cccnc2)Cc2ccco2)cc1 | -9
Going on with the list.
SMILES | U2OS ROS induce
C=CCNC(=O)[C@@H]1[C@H]2C(=O)O[C@H](c3ccccc3)[C@H](c3ccccc3)N2[C@H](c2ccccc2OCCO)[C@@]12C(=O)Nc1ccc(C#CC3(O)CCCCCC3)cc12 | 146*
C[C@@H]1CCCCO[C@@H](CN(C)S(=O)(=O)c2ccc(F)cc2)[C@@H](C)CN([C@H](C)CO)C(=O)c2cc(NS(=O)(=O)c3ccccc3)ccc2O1 | 20
COc1ccc(CCNC(=O)C2CCCCC2)cc1OC | -1
C[C@@H]1CN([C@@H](C)CO)C(=O)c2cccc(NC(=O)Nc3ccc(F)cc3)c2O[C@H]1CN(C)Cc1ccc(-c2ccccc2)cc1 | -4
CC(C)NC(=O)Nc1ccc2c(c1)C(=O)N([C@@H](C)CO)C[C@H](C)[C@H](CN(C)C(=O)NC1CCCCC1)O2 | -4
CN(CC(=O)Nc1cccc(F)c1)S(=O)(=O)c1ccccc1 | -2
C[C@H](CO)N1C[C@H](C)[C@H](CN(C)C(=O)Nc2cccc3ccccc23)Oc2c(NC(=O)c3ccncc3)cccc2C1=O | -1
CNC(=O)CSc1cn(CC(=O)N2CCC(C)CC2)c2ccccc12 | 1
C[C@H]1CN([C@@H](C)CO)C(=O)c2cc(NC(=O)c3ccncc3)ccc2O[C@@H]1CN(C)C(=O)Nc1ccccc1 | -9
COc1ccc2cc(C(C)C(=O)Nc3cc(Cl)cc(Cl)c3)ccc2c1 (centres undefined) | -14
C[C@H](CO)N1C[C@H](C)[C@H](CN(C)S(=O)(=O)c2ccc(F)cc2)Oc2ccc(NC(=O)c3ccncc3)cc2CC1=O | 6
CNC[C@H]1Oc2c(NS(=O)(=O)c3ccc(F)cc3)cccc2C(=O)N([C@H](C)CO)C[C@@H]1C | -6
COC(=O)C1=NNC2(C)C(=O)N(c3ccccc3)C(=O)C12 (centres undefined) | -9
COc1ccc(S(=O)(=O)Nc2ccc3c(c2)CC(=O)N([C@@H](C)CO)C[C@H](C)[C@@H](CN(C)S(=O)(=O)c2ccc(OC)cc2)O3)cc1 | 1
COc1ccc(S(=O)(=O)N(C)C[C@H]2Oc3ccc(N(C)C)cc3CC(=O)N([C@@H](C)CO)C[C@H]2C)cc1 | -8
Cc1ccc(S(=O)(=O)Nc2ccc3c(c2)C(=O)N([C@@H](C)CO)C[C@@H](C)[C@H](CN(C)C(=O)Nc2ccccc2)O3)cc1 | -8
COc1ccc(CN(C)C[C@@H]2Oc3ccc(NC(=O)Nc4ccc(F)cc4)cc3C(=O)N([C@H](C)CO)C[C@@H]2C)cc1 | -6
Cc1cc(-c2ccco2)n(CC(=O)NCc2ccccc2Cl)n1 | 40
COc1ccc(S(=O)(=O)Nc2ccc3c(c2)C(=O)N([C@H](C)CO)C[C@H](C)[C@H](CN(C)C(=O)Nc2ccc4c(c2)OCO4)O3)cc1 | 5
CN(C)c1ccc(/C=C2/C(=N)N3N=C(COc4ccccc4)SC3=NC2=O)cc1 | 44
COCCOC(=O)N1C(=O)[C@@]2(c3cc(C#CCCO)ccc31)[C@H](C(N)=O)[C@H]1C(=O)O[C@H](c3ccccc3)[C@H](c3ccccc3)N1[C@@H]2c1ccccc1OCCO | 16
C[C@@H]1CCCCO[C@@H](CN(C)C(=O)Nc2cccc3ccccc23)[C@@H](C)CN([C@H](C)CO)C(=O)c2cc(NS(=O)(=O)c3cn(C)cn3)ccc2O1 | 2
C[C@@H]1CN([C@@H](C)CO)C(=O)c2cccc(NC(=O)C3CCOCC3)c2O[C@H]1CN(C)Cc1ccc(Cl)c(Cl)c1 | 3
Cc1ccc(-c2nc3ccccc3[nH]2)cc1NC(=O)C(C)Oc1ccc(Cl)cc1Cl (centres undefined) | 66
CN(C(=O)c1cn(C)c(=O)cc1C(F)(F)F)c1ccc(Cl)c(Cl)c1 | ?
The results go on.
SMILES | U2OS ROS induce
CCc1cccc(C)c1NC(=O)CSc1nnc(-c2cccnc2)n1C | -7
Cc1cc(C)n2nc(SCC(=O)Nc3ccccc3[N+](=O)[O-])nc2n1 | 2
N#Cc1ccc2nc(C(O)C(O)c3nc4ccc(C#N)cc4[nH]3)[nH]c2c1 (centres undefined) | 11
O=C(O)c1cccnc1C(=O)N1CCc2c([nH]c3ccccc23)C1C(F)(F)F (centres undefined) | -4
C=C(C)C(=O)OC1CC(CO)CCC/C(CO)=C\C2OC(=O)C(=C)C21 (centres undefined) | 22
COc1ccc(NC(=O)CSc2nc3sc(C)c(C)c3c(=O)n2-c2ccccc2)c([N+](=O)[O-])c1 | 11
COc1cc2nc(-c3ccc4c(c3)C(=O)N(CC(C)C)C4=O)oc(=O)c2cc1OC | -12
Cc1ccc(S(=O)(=O)N(C)c2ccc(C(=O)Nc3cccc(N(C)S(C)(=O)=O)c3)cc2)cc1 | 5
O=C(COc1ccccc1[N+](=O)[O-])Nc1ccc2oc(-c3ccccc3Br)nc2c1 | 23
CC(C)NC(=O)N(C)C[C@H]1Oc2ccc(NS(=O)(=O)c3ccc(Cl)cc3)cc2CC(=O)N([C@H](C)CO)C[C@H]1C | -1
CCc1cccc(NS(=O)(=O)c2cc(Br)cc3c2N(C(=O)C2CC2)CC3)c1 | 32
Cc1cc(C(=O)Nc2cccc3c2O[C@H](CN(C)C(=O)Nc2ccc(C(F)(F)F)cc2)[C@H](C)CN([C@H](C)CO)C3=O)n(C)n1 | 12
C[C@H](CO)N1C[C@H](C)[C@H](CN(C)Cc2ccc(Cl)c(Cl)c2)Oc2ccc(NS(=O)(=O)c3cccs3)cc2C1=O | 17
CC1=COC=C(C=NCc2ccccc2)N1c1ccccc1 | 8
CC1(C)CC(=O)C=C(NCCCn2ccnc2)C1 | -4
C[C@@H]1CN([C@@H](C)CO)C(=O)c2cc(NC(=O)Nc3ccc(C(F)(F)F)cc3)ccc2O[C@@H]1CN(C)CC1CCCCC1 | 12
COc1ccc(C)cc1NC(=O)CSc1nnc(-c2ccc(C(C)(C)C)cc2)n1C | 93*
CSc1nncc(-c2ccc(Cl)cc2)n1 | -15
CC(C)(C)NC(=O)CSc1nnc(-c2ccco2)n1-c1ccccc1 | 3
NC(=O)C1CCN(C(=O)CSc2nc(-c3ccccc3)cc(=O)[nH]2)CC1 | -4
COc1ccc(NC(=O)N(C)C[C@H]2Oc3ccc(NC(=O)Nc4ccccc4)cc3CC(=O)N([C@H](C)CO)C[C@H]2C)cc1 | 8
Cc1cc2ncn(CCC3CCCCC3)c2cc1C | 17
COC(=O)c1cc(NC(=O)CN(c2cc(Cl)c(Cl)cc2Cl)S(C)(=O)=O)ccc1Cl | 38
C[C@H]1CN([C@@H](C)CO)C(=O)c2cc(NC(=O)Nc3ccc(F)cc3)ccc2O[C@H]1CN(C)C(=O)Nc1ccc(C(F)(F)F)cc1 | 52
CC(C)NC(=O)N(C)C[C@@H]1Oc2ccc(NC(=O)Nc3ccc(C(F)(F)F)cc3)cc2C(=O)N([C@@H](C)CO)C[C@@H]1C | 7
Continuation.
SMILES | U2OS ROS induce
Cc1cc(C)c(C)c(Oc2coc3cc(OCC(=O)Nc4ccccc4Cl)ccc3c2=O)c1 | 7
CNC[C@H]1Oc2ccc(NS(=O)(=O)c3ccccc3)cc2C(=O)N([C@H](C)CO)C[C@H]1C | -1
O=C(O)CCN1C(=O)/C(=C/c2ccc(-c3ccc(Cl)cc3Cl)o2)SC1=S | -7
COc1ccc(NC(=O)Nc2ccc3c(c2)CC(=O)N([C@H](C)CO)C[C@@H](C)[C@@H](CN(C)C(=O)NC2CCCCC2)O3)cc1 | 0
COc1ccc(CCNC(=O)[C@@]2(Sc3ccc(C)cc3)CC(=O)N(C3CCCCC3)[C@@H]2c2ccc(CO)cc2I)cc1 | 160*
C[C@@H]1CN([C@H](C)CO)C(=O)c2cccc(NC(=O)c3cnccn3)c2O[C@H]1CN(C)Cc1ccccc1 | 4
CC1=C(C#N)C(C(F)(F)F)(C(F)(F)F)N=C(C2CCCCC2)N1 | 6
COc1ccc(CCNC(=O)C(=O)Nc2ccccc2C)cc1OC | -2
COc1ccc(CN(C)C[C@H]2Oc3ccc(NC(=O)C4CC4)cc3CC(=O)N([C@H](C)CO)C[C@H]2C)cc1 | 17
Cc1cccc(Nc2nc(N)nc(CSc3nccn3C)n2)c1 | -16
C[C@@H]1CN([C@@H](C)CO)C(=O)c2cccc(NC(=O)Nc3cccc4ccccc34)c2O[C@H]1CN(C)C(=O)NC1CCCCC1 | -9
CN1CCN(C2=Nc3cc(Cl)ccc3Nc3ccccc32)CC1 | -10
O=C1c2cc(O)cc(O)c2C(=O)c2c1cc(O)c(C(CO)CCO)c2O (centres undefined) | -4
COC(=O)[C@@]1(CCS(=O)(=O)c2ccccc2)COC(c2ccc(OCCCO)cc2)=N1 | -2
Cc1ccc2cc3c(nc2c1)N(c1ccc(C(=O)NCc2ccco2)cc1)CC3 | 18
CC(=O)OC[C@H]1O[C@@H](Oc2cc(OC(C)=O)c3c(=O)cc(-c4ccc(OC(C)=O)cc4)oc3c2)[C@H](OC(C)=O)[C@@H](OC(C)=O)[C@@H]1OC(C)=O | 246*

Given as comma-separated lines: part of the list above.
Structure,U2OS ROS induce
C[C@H]1CN([C@@H](C)CO)C(=O)c2cc(NC(=O)Nc3ccc(F)cc3)ccc2O[C@H]1CN(C)C(=O)Nc1ccc(C(F)(F)F)cc1,52
CC(C)NC(=O)N(C)C[C@@H]1Oc2ccc(NC(=O)Nc3ccc(C(F)(F)F)cc3)cc2C(=O)N([C@@H](C)CO)C[C@@H]1C,7
Cc1cc(C)c(C)c(Oc2coc3cc(OCC(=O)Nc4ccccc4Cl)ccc3c2=O)c1,7
CNC[C@H]1Oc2ccc(NS(=O)(=O)c3ccccc3)cc2C(=O)N([C@H](C)CO)C[C@H]1C,-1
O=C(O)CCN1C(=O)/C(=C/c2ccc(-c3ccc(Cl)cc3Cl)o2)SC1=S,-7
COc1ccc(NC(=O)Nc2ccc3c(c2)CC(=O)N([C@H](C)CO)C[C@@H](C)[C@@H](CN(C)C(=O)NC2CCCCC2)O3)cc1,0
COc1ccc(CCNC(=O)[C@@]2(Sc3ccc(C)cc3)CC(=O)N(C3CCCCC3)[C@@H]2c2ccc(CO)cc2I)cc1,160*
C[C@@H]1CN([C@H](C)CO)C(=O)c2cccc(NC(=O)c3cnccn3)c2O[C@H]1CN(C)Cc1ccccc1,4
CC1=C(C#N)C(C(F)(F)F)(C(F)(F)F)N=C(C2CCCCC2)N1,6
COc1ccc(CCNC(=O)C(=O)Nc2ccccc2C)cc1OC,-2
COc1ccc(CN(C)C[C@H]2Oc3ccc(NC(=O)C4CC4)cc3CC(=O)N([C@H](C)CO)C[C@H]2C)cc1,17
Cc1cccc(Nc2nc(N)nc(CSc3nccn3C)n2)c1,-16
C[C@@H]1CN([C@@H](C)CO)C(=O)c2cccc(NC(=O)Nc3cccc4ccccc34)c2O[C@H]1CN(C)C(=O)NC1CCCCC1,-9
CN1CCN(C2=Nc3cc(Cl)ccc3Nc3ccccc32)CC1,-10
O=C1c2cc(O)cc(O)c2C(=O)c2c1cc(O)c(C(CO)CCO)c2O (centres undefined),-4
COC(=O)[C@@]1(CCS(=O)(=O)c2ccccc2)COC(c2ccc(OCCCO)cc2)=N1,-2
